NCOA1 inh = SRC1 coactivator transcriptional activity inhibitors, primary screen, cell-based, luminescence | AID 588354, 2011 | Nuclear receptor coactivator 1 (Homo sapiens), Q15788 | HEK293 GAL4-SRC1 luciferase reporter | inhibition, % at 3.6 µM | 360,000 tested, 0.12% active;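 active = inhibition above the campaign mean plus 3 SD, with each screening campaign given its own cutoff, cut at about 60% in these data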;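 also: 0% = DMSO treated cells and 100% = gossypol at 36 µM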
COUP-TFII inh = NR2F2 transcriptional activity inhibitors, primary screen, cell-based, luciferase reporter, HEK293T, luminescence | COUP transcription factor 2 (Homo sapiens), P24468 | HEK293T NGFI-A luciferase reporter | inhibition, % at 8.6 µM | 370,000 tested, 0.7% active;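 active = inhibition above a per-plate cutoff, mean inhibition of test wells between control levels plus 3 SD, cut at about 38% in these data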;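 also: cells cotransfected with COUP-TFII expression vector driving the NGFI-A reporter; 0% = median of COUP-TF2 test wells and 100% = reporter-only cells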
Target sequence (P24468 whole entry, looked up): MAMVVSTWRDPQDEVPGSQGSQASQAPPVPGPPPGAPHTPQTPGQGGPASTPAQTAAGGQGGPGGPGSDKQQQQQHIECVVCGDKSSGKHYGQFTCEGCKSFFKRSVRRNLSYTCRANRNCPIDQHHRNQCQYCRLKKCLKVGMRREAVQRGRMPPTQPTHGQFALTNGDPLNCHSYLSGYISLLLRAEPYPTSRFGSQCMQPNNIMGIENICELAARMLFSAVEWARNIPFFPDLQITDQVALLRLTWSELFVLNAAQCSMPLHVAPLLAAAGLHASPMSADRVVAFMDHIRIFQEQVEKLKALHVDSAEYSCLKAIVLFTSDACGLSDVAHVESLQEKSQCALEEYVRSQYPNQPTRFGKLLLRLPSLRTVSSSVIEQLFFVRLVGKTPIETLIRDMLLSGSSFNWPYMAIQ
NOD2 RIPK2 PPI = NOD2-RIPK2 binding disruptors in cells, primary screen, fluorescence, CHO cells, BLA complementation; Receptor-interacting serine/threonine-protein kinase 2 (Homo sapiens), O43353; CCF4 ratio; inhibition, % at 4.98 µM; 360,000 tested, 0.38% active; in the data active = inhibition above about 21%;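 also: 0% = vehicle only and 100% = reference blocker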
SRC3 inh = SRC3 coactivator transcriptional activity inhibitors, primary screen, cell-based, luminescence; 360,000 tested, 0.17% active; Nuclear receptor coactivator 3 (Homo sapiens), Q9Y6Q9; inhibition, % at 3.6 µM; HEK293 GAL4-SRC3 luciferase reporter;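 active = inhibition above a per-campaign cutoff, the mean of all compounds plus 3 SD, cut at about 60% in these data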;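 also: 0% = DMSO-treated cells and 100% = gossypol-treated cells at 36 µM; higher means less SRC3-driven luciferase light from the GAL4 reporter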
SRC2 inh = inhibition of GAL4-SRC2 driven luciferase reporter, primary screen, SRC2 inhibitor project, cell-based, luminescence. Nuclear receptor coactivator 2 (Homo sapiens), Q15596. HEK293 GAL4-SRC2 luciferase reporter. inhibition, % at 9 µM. 370,000 tested, 0.17% active. AID 651957, 2012;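 active = inhibition above the mean inhibition of all tested compounds plus 3 SD, set per campaign, cut at about 52% in these data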;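 also: 0% = DMSO treated cells and 100% = cells given Gossypol at 36 µM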
LRH-1 inv ag = LRH-1 (NR5A2) inverse agonists, primary screen, cell-based, luminescence, HEK293T, StAR-luciferase reporter; Nuclear receptor subfamily 5 group A member 2 (Homo sapiens), O00482; LRH-1 transfected, 24 h; inhibition, % at 3.6 µM; 360,000 tested, 0.13% active;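 active = inhibition above the mean inhibition of all tested compounds plus 3 SD, cut at about 73% in these data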;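 also: 0% = DMSO wells and 100% = reporter-only cells lacking LRH-1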
Target sequence (O00482 whole entry, looked up): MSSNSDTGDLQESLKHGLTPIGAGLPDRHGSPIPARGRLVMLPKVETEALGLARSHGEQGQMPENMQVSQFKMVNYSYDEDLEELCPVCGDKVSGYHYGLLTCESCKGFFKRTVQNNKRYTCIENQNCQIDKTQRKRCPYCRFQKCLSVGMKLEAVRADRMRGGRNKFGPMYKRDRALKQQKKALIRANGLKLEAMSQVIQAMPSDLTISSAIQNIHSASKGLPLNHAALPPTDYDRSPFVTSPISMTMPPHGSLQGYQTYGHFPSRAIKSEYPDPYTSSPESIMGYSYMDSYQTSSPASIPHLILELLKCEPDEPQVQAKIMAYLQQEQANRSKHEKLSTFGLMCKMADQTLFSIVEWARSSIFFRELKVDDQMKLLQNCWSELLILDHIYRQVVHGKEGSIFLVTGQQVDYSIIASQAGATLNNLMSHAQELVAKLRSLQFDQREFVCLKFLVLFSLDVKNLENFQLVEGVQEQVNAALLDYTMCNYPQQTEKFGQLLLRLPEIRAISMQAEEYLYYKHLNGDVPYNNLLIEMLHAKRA
LMP1 NFkB inh = EBV LMP1-driven NF-kappaB luciferase reporter inhibitors, primary screen, cell-based, luminescence, single point | inhibition, % at 12.5 µM | 350,000 tested, 0.69% active | LMP1-induced NF-kappaB luciferase reporter cells | AID 504558, 2011; in the data active = inhibition above about 41%;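 also: 0% = neutral control wells and 100% = reference inhibitor control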
TRAIL sens C8 = viability loss with TRAIL in NB7+C8 cells, primary screen, TRAIL sensitizer project, cell-based, ATPlite luminescence; inhibition (viability loss, TRAIL sensitization), % at 10 µM; AID 624354, 2012; 360,000 tested, 1% active;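 active = compounds causing at least 50% loss of cell viability in the single-dose screen, relative to plate controls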
TROY NFkB inh = inhibitors of TROY-driven NF-kB signaling, primary screen, Q293 LMP1-TROYcd cells, NF-kB luciferase, uHTS. Q293 LMP1-TROYcd NF-kB luciferase reporter, 4 h. inhibition, % at 10 µM. 360,000 tested, 0.98% active. AID 1347056, 2019;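 active = compounds whose plate-normalised and pattern-corrected inhibition of the luciferase reporter signal at the single screening dose is 50% or more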
TLR9-MyD88 inh = inhibitors of TLR9-MyD88 association in cells, primary screen, cell-based, CHO, BLA complementation, fluorescence. Toll-like receptor 9 (Homo sapiens) + Myeloid differentiation primary response protein …. CCF4 FRET ratio. inhibition, % at 4.98 µM. 340,000 tested, 0.21% active. AID 504734, 2011;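 active = inhibition above the mean over all tested compounds plus 3 SD, cut at about 21% in these data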;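 also: 0% = DMSO only wells and 100% = clavulanate BLA inhibitor control wells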
Vif imaging = HIV Vif self-association inhibitors, primary screen, imaging, HEK293T, single point. HEK293T cells, Vif self-association by quenched fluorescence, 24 h. inhibition, % at 7.49 µM. 340,000 tested, 0.35% active. AID 602346, 2012; in the data active = inhibition above about 50%, passing the limit was not always enough; also: some results filed as inactive read as strong as hits
* hit, by the source's call; · = not tested or not shown. The list is partial (hit frequency here may not be typical).

entry	Molecule	NCOA1 inh	COUP-TFII inh	NOD2 RIPK2 PPI	SRC3 inh	SRC2 inh	LRH-1 inv ag	LMP1 NFkB inh	TRAIL sens C8	TROY NFkB inh	TLR9-MyD88 inh	Vif imaging
1	O=c1c2cnn(-c3ccc(F)cc3)c2ncn1Cc1ccccc1	-0.3	1.6	1.1	-0.5	-17.1	-7.6	9.3	-11.9	12.9	3.8	-4.1
2	Cc1cc(C(=O)CSc2nnc(-c3ccccc3)n2Cc2ccc3c(c2)OCO3)c(C)n1C	-1.9	5.4	-3.1	17.9	-39.9	-36.1	-1.3	-11.4	9.5	3.7	·
3	COc1cc2c(cc1[N+](=O)[O-])n(C(C)C)c(=O)n2C(C)C	-2.0	-6.7	-8.2	3.2	-11.5	19.9	-59.5	-6.9	8.4	-4.4	-1.5
4	CCCCCCCCN1C(=O)[C@H](CC(=O)NCC23CC4CC(CC(C4)C2)C3)C[C@@]2(C(=O)OCC)CCC=C12	·	5.4	-0.6	·	3.6	10.0	·	1.5	·	·	·
5	COc1cc(NC(=O)CSc2nnc3ccc(-c4cccnc4)nn23)cc(OC)c1	-5.9	-2.1	-1.8	-11.4	11.7	1.4	3.6	-3.9	-11.1	-0.2	-0.5
6	COc1cccc(CNC(=O)CCCCCNC(=O)N2CCn3c2nc2ccccc23)c1	-24.1	5.9	-3.1	6.9	22.5	-7.2	-3.2	6.3	9.4	-0.1	0.6
7	O=C(CSc1nnc(NC(=O)C2CC2)s1)Nc1ccc(F)cc1F	12.8	8.9	-6.9	29.1	0.8	-7.8	1.9	-1.4	16.4	10.7	-1.1
8	O=C(Nc1cccc2ccccc12)/C(=C\c1cccc([N+](=O)[O-])c1)NC(=O)c1cccs1	-28.1	-12.4	-4.5	-9.0	-4.7	-6.3	4.7	-2.2	-2.5	-0.4	-0.3
9	CCCCNC(=O)n1c(=O)oc2ccc(Cl)cc21	-12.9	-7.6	-4.5	4.7	-39.1	16.1	3.1	0.4	-1.1	-13.8	·
10	CCNc1cc(N2CCCC2)ccc1[N+](=O)[O-]	8.9	0.5	-4.0	11.1	1.5	44.8	-1.4	1.0	-12.3	-11.3	·
11	CCC(C)[C@H](NC(=O)NCCC1=CCCCC1)C(=O)OC (some centres undefined)	3.3	15.1	-4.7	8.0	-16.4	-13.1	-13.4	-8.2	-19.9	-3.1	13.4
12	O=C(NC1CSC/C1=N\O)c1ccccc1 (centres undefined)	-5.0	-7.8	-3.2	10.2	0.5	-9.9	7.0	-6.9	5.5	7.5	-10.6
13	COc1ccc(N(C(C)C(=O)NCc2ccco2)S(C)(=O)=O)cc1 (centres undefined)	-5.7	4.3	-1.3	18.0	-45.4	-7.8	11.0	-4.4	-4.7	-10.0	4.7
14	CCCCc1nc2cc(C(=O)N3CCCC3)ccc2o1	-52.4	-18.5	0.9	-82.9	3.0	-43.8	-5.3	-10.1	-9.3	6.4	-2.0
15	Cc1cc(C(=O)N/N=C/c2cccc(Cl)c2Cl)no1	-57.0	-43.3	-46.1	-72.3	-6.9	-36.0	-17.1	9.0	-68.1	-2.1	-2.3
16	CCC1C(=O)C(C)(C)C(=O)OC1c1ccc([N+](=O)[O-])cc1 (centres undefined)	-9.8	6.8	2.1	-23.1	-0.5	-2.1	1.2	-2.0	12.6	0.7	4.3
17	CC(C)(O)C#Cc1ccc(CNC[C@H]2O[C@@H](n3cnc(C(N)=O)n3)[C@H](O)[C@@H]2O)s1	2.5	12.7	-11.9	0.0	-19.7	14.2	0.0	11.2	-5.3	-7.7	-0.6
18	Cc1cccc(C)c1N1C(=O)c2ccccc2NC(=O)C1C(=O)NCCc1ccccc1 (centres undefined)	·	5.9	-4.1	·	-16.1	7.4	·	-3.5	·	·	·
19	COc1cc(C)ccc1OCCOc1cc(C)ccc1Cl	-20.5	-4.1	7.8	1.6	-32.8	-2.5	-7.8	3.8	-0.9	10.2	23.0
20	Cc1nc2c(C(=O)N3CCN(C)CC3)cnn2c(C)c1Cc1ccc(Cl)cc1	10.7	3.6	-14.8	-9.8	-6.0	-5.4	8.8	-0.3	11.7	-4.9	-13.3
21	COc1cccc2cc(C(C)N(CCCN3CCOCC3)C(=S)Nc3ccccc3C)oc12 (centres undefined)	-2.8	-10.4	0.7	12.1	-8.6	21.2	-0.6	-2.3	3.9	-6.3	3.9
22	CC(=NNC(=S)Nc1ccc(C)cc1)c1ccccn1	70.4*	22.9	-13.8	67.7*	20.8	71.8	62.0*	18.4	-34.1	-0.3	-1.6
23	Cc1nc(Cl)c(N=Cc2cccc([N+](=O)[O-])c2)c(Cl)n1	3.8	5.0	6.7	12.8	-21.8	-1.8	2.0	2.6	-15.4	7.8	8.1
24	O=C(COC(=O)C1CCN(c2ccc(C(F)(F)F)cn2)CC1)c1ccccc1	-15.9	-9.2	-2.1	-9.2	6.8	-3.1	-4.2	6.0	-9.1	2.1	15.3
25	COc1ccc(C/C(N)=N/OC(=O)Cc2ccccc2)cc1	0.1	3.0	4.0	-0.4	-11.1	4.7	0.0	5.5	-17.1	4.3	-0.9
26	COCCNC(=O)c1c(N)n(-c2ccccc2)c2nc3ccccc3nc12	-1.1	7.2	10.6	-21.0	1.4	5.0	0.5	-7.4	-4.4	2.8	-1.0
27	CCC(C)NC(=S)N1CCN(Cc2ccc3c(c2)OCO3)CC1 (centres undefined)	-18.3	10.6	-10.1	7.8	20.1	3.4	1.7	-3.2	19.4	-5.3	-2.3
28	COC(=O)c1cccn(CC(=O)c2ccc(Cl)cc2)c1=O	6.6	13.4	-5.0	8.0	-13.7	3.8	-19.3	4.6	-5.4	3.6	-0.8
29	CN(Cc1cccc(F)c1)C(=O)c1ccc(S(=O)(=O)N2CCOCC2)cc1	-6.8	-3.3	-1.6	8.2	7.6	20.9	-17.3	-11.3	-12.9	-8.0	0.1
30	COC(=O)/C=C1\N/C(=N\c2nc(C)cc(C)n2)N(c2ccc(C)c(C)c2)C1=O	7.8	-10.8	1.7	-11.8	30.3	8.6	5.2	-10.5	6.8	5.8	-1.7
31	Cc1ccn2cc(CCNC(=O)Cc3cccs3)nc2c1	1.4	-20.9	-4.0	1.0	2.4	4.0	2.5	-6.4	12.1	-7.2	4.5
32	OC1COC(OCc2ccccc2)C(O)C1O (centres undefined)	2.7	21.6	1.9	0.1	13.4	-5.8	8.2	-3.0	-8.2	-8.9	-7.5
33	CN(C)/C=N/c1sc2c(c1C(N)=O)CCCC2	10.9	28.0	0.4	-7.0	22.8	5.0	4.2	7.8	-3.0	4.6	-6.3
34	CSc1nc(-c2ccccc2)c(C#N)c(=O)n1C	-14.4	11.7	-3.3	2.1	-10.3	13.3	3.9	7.1	17.5	-11.3	13.9
35	O=[N+]([O-])c1nn(-c2ccc(Cl)cc2)n(O)c1=NCc1ccncc1	3.2	7.6	-3.2	1.1	-0.5	-1.2	-12.3	9.8	-20.5	0.7	29.3
36	Cc1ccccc1C(=O)NC1CCN(CC(=O)Nc2ccc(N(C)C)cc2)CC1	2.0	4.5	-2.2	1.1	-31.0	9.7	0.4	-11.9	12.0	-10.6	-1.0
37	Cc1ccccc1CCNC(=O)C1CCN(S(=O)(=O)c2ccc(-n3cnnn3)cc2)CC1	-12.6	23.1	-0.9	0.1	-9.7	-3.1	-4.7	-10.0	-4.0	-4.6	-0.7
38	Cc1cccc(N2CCN(S(=O)(=O)c3cccc4nonc34)CC2C)c1 (centres undefined)	-3.8	-7.8	8.4	12.3	3.7	12.8	-2.4	36.5	12.1	0.6	-10.7
39	O=C(O)/C=C/c1cnn(-c2ccccc2)c1	-90.0	-26.5	-10.6	-82.7	-5.1	-96.7	11.9	-21.3	8.2	-3.8	-4.0
40	Cc1ccc(-n2ncc3c(SCc4ccccn4)ncnc32)c(C)c1	-22.1	-76.9	6.0	-62.9	-7.3	-139.4	-19.6	27.8	-33.5	11.0	-0.1
41	CCOC(=O)CCCCCC(=O)Nc1ccc2c(c1)C(=O)N([C@@H](C)CO)C[C@H](C)[C@H](CN(C)C(=O)Nc1ccc(F)cc1)OCCCC[C@H](C)O2	2.6	15.8	0.7	-5.1	31.4	13.8	0.4	6.8	13.2	-11.1	4.0
42	CC(=O)c1c(C)n(C)c2ccc(OC(=O)c3ccc([N+](=O)[O-])cc3)cc12	-16.3	-8.3	-5.1	11.4	2.8	-4.8	5.2	-4.4	11.2	9.7	1.1
43	O=C(O)COc1ccc(/C=C2/SC(=S)N(Cc3ccccc3)C2=O)cc1	5.5	18.1	-2.1	3.6	10.3	-15.4	13.2	-3.3	-46.1	2.5	-1.8
44	COc1cc(CNC[C@H]2O[C@@H](n3ccc(N)nc3=O)[C@H](O)[C@@H]2O)ccc1OCc1cccc(Cl)c1	-2.5	-13.4	-20.2	11.4	-5.5	-8.9	2.3	-5.9	-28.9	-1.4	20.8
